# PvdQ inh – P. aeruginosa PvdQ acylase inhibition | inhibition, % at 10 µM | 0.063% of 340,000 active | purified PvdQ acylase, fluorescence plate reader; in the data active means inhibition above about 30%, passing the limit was not always enough; inconclusive means no clear call, values can overlap the other calls;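 further: 0% = vehicle neutral wells and 100% = reference inhibitor wells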
# CDK5 p35 inh – CDK5/p35 (human) kinase inhibition; AID 488839; 0.01% of 330,000 active; Recombinant CDK5/p35, ADP-Glo luminescence, 60 min; inhibition, % at 10 µM;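 active means highest replicate inhibition of at least 50% and at least 75% of replicates reaching 50%; inconclusive means only one of the two criteria met; inactive means both criteria failed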;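 further: plate controls were DMSO neutral control for no effect and GW8510 at 10 µM for full effect; many of its hits are not listed in these tables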
# Rtt109 Vps75 – blocks Candida albicans Rtt109/Vps75 acetyltransferase activity | Q5AAJ8 | purified Rtt109/Vps75, ThioGlo CoA-SH fluorescence, 4 h | inhibition, % at 34.9 µM | 0.16% of 330,000 active | AID 540336;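 active means inhibition of at least 50% in every replicate; inconclusive means best replicate reaches 50% inhibition but some replicates fall short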
# Cardiac RTF inh – cardiac RTF calcium desensitization | inhibition, % at 7.15 µM | IANBD-labeled cardiac RTF, Ca2+ fluorescence | 0.12% of 340,000 active;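 active means inhibition above the mean inhibition of all tested compounds plus 3 SD, cut at about 17% in these data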;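 further: assay run at fixed EC70 calcium of 1.6 mM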
# PfHsp90 set2 – growth inhibition of yeast expressing Plasmodium Hsp90. S. cerevisiae expressing PfHsp90, BacTiter-Glo ATP, 48 h; yeast lacking PDR1 and PDR3 efflux regulators. inhibition, % at 9.4 µM. 0.32% of 310,000 active. AID 504621;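 active means every replicate shows inhibition above about 80%, whatever the replicate mean, limit read from the data; inconclusive means mean inhibition reaches the set limit but some replicate falls short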;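 further: 0% = DMSO neutral controls and 100% = 20 µM radicicol positive controls; yeast relying on Plasmodium falciparum Hsp90 in place of its own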
# SUMO Mot1 rescue – blocks SUMOylation pathway, rescuing yeast Mot1-301 growth; S. cerevisiae Mot1-301 growth rescue, ATP luminescence, 38.5C; percent above DMSO median, 100 means doubled; growth rescue, % at 18.8 µM; 1% of 320,000 active;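 active means every valid replicate shows activation above 250% relative to neutral control wells; inactive means the rest, any valid replicate at or below 250%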;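 further: OY570 slx delta 5 strain wells were the positive control but not used for scaling; some compounds called inactive have numbers as strong as hits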
# Keap1-Nrf2 PPI – inhibitors of human Keap1-Nrf2 protein-protein interaction; 0.15% of 340,000 active; Q14145; Keap1 Kelch-Nrf2 peptide fluorescence polarization, 1536-well; inhibition, % at 9.4 µM; in the data active means inhibition above about 12%; inconclusive means no clear call, values can overlap the other calls; inactive means below about 7.3%;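 further: human Keap1 Kelch domain with fluorescein labeled Nrf2 9mer peptide probe; 0% = neutral control wells and 100% = peptide positive control; higher means more block of Keap1 binding to Nrf2 peptide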
# dFosB activator – enhances mouse delta FosB homodimer DNA binding | purified delta FosB, TAMRA-CDK5 oligo fluorescence polarization; percent of positive-control signal above neutral wells | 0.99% of 340,000 active | activation, % at 25 µM | AID 493131;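 active means mean activation above about 17%, with every replicate also reaching it, limit read from the data, passing the limit was not always enough; inconclusive means only one of the two conditions met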;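 further: fluorescence polarization rise as delta FosB binds a TAMRA Cdk5 AP-1 oligo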
# LANA DNA inh – inhibitors of KSHV LANA C-terminal domain DNA binding. 0.078% of 340,000 active. AID 504423. MBP-C-LANA/FAM-LBS DNA binding, fluorescence polarization. inhibition, % at 9 µM;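 active means highest replicate inhibition at or above 60% at 9 µM, even if other replicates fall short; inactive means all replicates below 60% inhibition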;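 further: 0% = neutral control wells and 100% = 4 µM acridine orange control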
# RTF Ca sens act – increases calcium sensitivity of human cardiac regulated thin filaments; IANBD-labeled TnC RTF fluorescence at EC20 calcium; 0% EC20 calcium, 100% full calcium; activation, % at 7.2 µM; 0.24% of 340,000 active;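 active means activation above the mean over all tested compounds plus 3 SD, cut at about 30% in these data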;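 further: rise in fluorescence read as greater calcium sensitivity of cardiac thin filaments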
# NSD2 inh – NSD2 (human) methyltransferase inhibition; inhibition, % at 12.5 µM; 0.54% of 310,000 active; NSD2 peptide methylation, AlphaScreen, 120 min; O96028; in the data active means inhibition above about 50%
# Target sequence (O96028 whole entry, looked up): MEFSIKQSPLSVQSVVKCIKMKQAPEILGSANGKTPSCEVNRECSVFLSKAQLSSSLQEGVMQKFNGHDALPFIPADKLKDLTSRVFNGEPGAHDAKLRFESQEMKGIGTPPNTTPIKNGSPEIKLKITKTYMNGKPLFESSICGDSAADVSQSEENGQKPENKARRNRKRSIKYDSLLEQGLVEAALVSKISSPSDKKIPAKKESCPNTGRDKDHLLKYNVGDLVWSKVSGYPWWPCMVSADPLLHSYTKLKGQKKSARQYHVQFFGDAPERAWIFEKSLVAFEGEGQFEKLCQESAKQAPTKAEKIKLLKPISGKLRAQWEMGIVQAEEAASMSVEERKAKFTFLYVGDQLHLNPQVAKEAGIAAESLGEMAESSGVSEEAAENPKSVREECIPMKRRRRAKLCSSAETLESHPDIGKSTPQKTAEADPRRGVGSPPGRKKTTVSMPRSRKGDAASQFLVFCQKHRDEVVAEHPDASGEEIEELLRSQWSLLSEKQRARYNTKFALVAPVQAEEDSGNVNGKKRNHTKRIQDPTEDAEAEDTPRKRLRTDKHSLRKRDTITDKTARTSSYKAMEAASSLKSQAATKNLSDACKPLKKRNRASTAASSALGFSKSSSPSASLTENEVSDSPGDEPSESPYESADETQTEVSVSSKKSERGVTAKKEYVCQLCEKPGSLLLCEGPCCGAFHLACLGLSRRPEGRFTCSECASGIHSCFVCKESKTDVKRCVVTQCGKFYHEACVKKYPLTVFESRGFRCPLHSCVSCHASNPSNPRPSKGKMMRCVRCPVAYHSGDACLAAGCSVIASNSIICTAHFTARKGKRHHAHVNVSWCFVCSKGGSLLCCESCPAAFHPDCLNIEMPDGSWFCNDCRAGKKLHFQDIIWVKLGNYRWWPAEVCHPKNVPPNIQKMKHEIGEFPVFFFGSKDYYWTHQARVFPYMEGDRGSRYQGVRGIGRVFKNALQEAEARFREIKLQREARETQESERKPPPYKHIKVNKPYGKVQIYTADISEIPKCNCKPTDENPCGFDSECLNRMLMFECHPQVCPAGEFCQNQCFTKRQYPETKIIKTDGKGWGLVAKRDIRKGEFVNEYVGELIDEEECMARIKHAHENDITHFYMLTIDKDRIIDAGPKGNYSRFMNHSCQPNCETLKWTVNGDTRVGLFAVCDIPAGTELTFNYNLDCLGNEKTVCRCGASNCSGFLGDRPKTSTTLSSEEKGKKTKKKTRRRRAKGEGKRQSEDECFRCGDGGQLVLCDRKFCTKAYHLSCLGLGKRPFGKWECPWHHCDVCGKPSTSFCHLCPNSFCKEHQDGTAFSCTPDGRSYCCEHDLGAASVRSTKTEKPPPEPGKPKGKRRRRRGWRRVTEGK
# * marks the source's active call; other numbers are inactive results; ? = inconclusive; . = no result given; & = joins results of further samples.
item	SMILES	Rtt109 Vps75	SUMO Mot1 rescue	dFosB activator	CDK5 p35 inh	RTF Ca sens act	LANA DNA inh	Cardiac RTF inh	PfHsp90 set2	PvdQ inh	Keap1-Nrf2 PPI	NSD2 inh
1	COc1ccc(OCCSc2ncnc3nc[nH]c23)cc1	12	176	0	1.6	1	-0.2	-2	-2	13	0	.
2	Cc1ccc(/C=C/C(=O)c2ccc(C)cc2)cc1	16	5	-12	0.5	-2	-0.3	0	.	1	3	0
3	Cc1cccc(C)c1NC(=O)Cn1nnnc1N	-8	-14	-2	-0.9	-6	-4.5	-5	3	-8	-2	1
4	Cc1cccc(OCC(=O)Nc2cccc(C(=O)NCC(C)C)c2)c1	-1	-13	3	-5.1	5	-0.7	-8	.	-7	-3	-2
5	Cc1cccc2c(N=Nc3ccc(S(=O)(=O)Nc4cccc(Cl)c4)cc3[N+](=O)[O-])c(O)[nH]c12	-4	1	-7	3.4	-6	2.3	-1	-1	-4	-5	11
6	N=c1c(C(=O)NCc2ccc(F)cc2)cc2c(=O)n3ccccc3nc2n1Cc1ccco1	-100	-14	?	0.5	8	-0.2	-4	-3	-9	-5	.
7	Cc1nn(C)cc1S(=O)(=O)N1CCN(c2ccccc2)CC1	-9	4	2	-0.1	-3	0.9	1	7	-12	-7	-4
8	CCC1S/C(=N/N=C/c2ccco2)N(c2ccc(F)cc2)C1=O (configuration not stated)	-1	1	-3	-0.5	-7	1.0	-3	7	-4	-2	-1
9	Cc1sc2nc(CN3CCN(S(=O)(=O)c4cccc5nonc45)CC3)[nH]c(=O)c2c1C	0	-8	-10	1.5	4	0.1	-5	-16	-4	-1	5
10	O=C(NCc1cccs1)c1ccc([N+](=O)[O-])cc1Cl	-2	-13	3	1.4	1	-3.2	-2	-41	-12	-3	0
11	CCN(CCNC(=O)C1CCCN(Cc2nc(-c3ccc(OC)cc3)oc2C)C1)c1ccccc1 (configuration not stated)	20	41	-8	-2.2	2	0.2	-2	30	-4	0	6
12	Cc1ccc(NC(=O)CSc2nnc(Cc3ccccc3)o2)cc1	.	13	-4	1.1	-4	-0.3	-10	31	1	2	-1
13	Cc1ccc(Cl)cc1NC(=O)CON=C(N)c1ccccc1	4	.	-1	0.4	-10	-0.2	0	-1	13	-3	-1
14	Cc1ccc(Nc2nnc(SCC(=O)Nc3ncc(C(F)(F)F)cc3Cl)s2)cc1	0	11	-5	-4.7	11	0.5	-3	1	-6	-5	3
15	CCOC(=O)C1=C(COC(=O)Cc2ccc(Cl)cc2)NC(=O)NC1C (configuration not stated)	2	2	-8	-0.3	2	-0.7	-6	-4	-3	0	0
16	CN(CC(=O)NCc1ccc(F)cc1)S(=O)(=O)c1ccc2c(c1)n(C)c(=O)c(=O)n2C	-9	34	-4	0.6	6	-1.8	3	1	-13	-1	-2
17	CC(C)[C@H](NC(=O)[C@@H]1CSC2c3ccccc3C(=O)N21)C(=O)NC1CCCCC1 (some centres not stated)	-16	-3	-3	-0.2	0	1.1	-3	8	-9	3	-1
18	O=C(CCC(=O)c1cccs1)NCc1cccnc1	0	4	2	-1.0	-2	1.3	-7	.	-9	-4	-2
19	C[C@]1(OC(=O)/C=C/c2ccccc2)C[C@@H](O)[C@]2(O)C=CO[C@@H](O[C@@H]3O[C@H](CO)[C@@H](O)[C@H](O)[C@H]3O)[C@@H]21	-9	-8	2	-8.0	10	4.0	4	-15	-18	-6	.
20	O=C(COC(=O)c1cccc(Oc2ccccc2)c1)NCc1ccco1	5	280	-10	-0.6	-5	1.2	-8	4	-8	2	-2
21	Cn1c(SCc2ccccc2F)nnc1-c1cnccn1	10	11	-10	0.5	-4	-0.1	-2	34	9	-3	3
22	CC(=O)Nc1cccc(Oc2cc(C#N)c(C#N)cc2N2CCOCC2)c1	0	405	-7	0.1	0	-1.0	-3	-10	0	-1	.
23	CCOC(=O)N1CCN(Cc2nc3cc(NC(=O)CC)ccc3n2C)CC1	-3	325	-2	0.6	-2	-0.6	4	-5	-4	-1	-2
24	CCOc1cccc(C(=O)NC(=S)NCc2cccnc2)c1	2	-10	-6	1.3	1	-0.7	-24	-28	-5	-4	-2
25	CCOC(=O)C1(C)NC(c2ccco2)C2C(=O)N(CC)C(=O)C21 (configuration not stated)	11	4	-1	-3.0	4	-0.7	-6	-15	-9	-6	-1
26	COCCSc1nnc(NC(=O)Cc2ccccc2OC)s1	.	-4	-5	-1.1	-1	0.6	-11	.	5	-2	-1
27	CC(=O)Nc1ccc(NC(=O)C(C)N(C)CC(=O)Nc2ccccc2Br)cc1 (configuration not stated)	0	-2	-1	-0.3	-8	-1.3	-1	-20	6	-2	-1
28	COc1ccc(S(=O)(=O)NCC(c2cccnc2)N2CCN(c3ccc(F)cc3)CC2)cc1C (configuration not stated)	?	.	-7	-0.1	-4	-2.2	5	-10	-2	0	6
29	COc1ccc(S(=O)(=O)Nc2cc(C)ccn2)cc1OC	-1	-20	-1	-1.4	-3	0.9	-3	-12	-15	-8	1
30	Nc1ccc(C(=O)OCC(=O)NC2CCCc3ccccc32)cc1[N+](=O)[O-] (configuration not stated)	-5	-10	36*	-1.4	9	0.5	2	20	-6	-1	0
31	O=C(CCCc1nc(-c2ccc(Cl)cc2)no1)NCC1CCCO1 (configuration not stated)	-10	9	-7	-0.8	-4	0.1	-2	-60	-9	-4	0
32	CNc1nc(SC)nc2ccccc12	2	-32	-10	0.6	9	0.6	-6	-2	-5	-5	-1
33	CSCC(C)N1CCC(n2nccc2NC(=O)CCOc2ccccc2)CC1 (configuration not stated)	-12	-19	2	-0.5	-2	1.4	2	17	-4	-2	-1
34	CC(=O)c1cc2c(cc1NS(=O)(=O)c1ccccc1)OCO2	14	-4	-5	-0.1	2	0.4	-7	.	-13	-6	-1
35	CC(=O)NS(=O)(=O)c1ccc(NS(=O)(=O)c2ccc3ccccc3c2)cc1	16	-2	-2	-0.5	-6	0.4	-2	-20	-13	-3	0
36	O=C1CC2(CCN(C(=O)c3ccccc3F)CC2)Oc2ccccc21	0	-14	-7	2.0	7	-1.3	-1	-4	-12	-2	0
37	Cc1ccc(-c2cc(C(=O)N3CCCCC3)c3ccccc3n2)cc1C	2	3	-23	-1.8	3	1.1	0	33	-8	-2	-5
38	COC(=O)c1c(NC(=O)CN2CCN(C(=O)c3ccco3)CC2)c2cc(C)ccc2n1C	-5	-5	-11	0.1	2	-1.5	-1	.	1	0	-1
39	Cc1cc(OC(=O)c2cc(Br)ccc2Cl)c([N+](=O)[O-])c(=O)[nH]1	-6	-10	-4	-1.6	-1	-0.1	-13	-10	-8	2	.
40	N/C(=N\OC(=O)c1ccccc1Cl)c1cccnc1	-3	.	4	-2.3	7	-0.5	-11	-11	0	-6	-4
41	CC(=O)c1c(C)nc(C)nc1NC(=O)C(C)C	0	-1	0	-1.6	1	-0.6	-3	16	-1	-3	1
42	O=C(O)COc1ccccc1/C=N/Nc1ccc(S(=O)(=O)N2CCOCC2)cc1[N+](=O)[O-]	-17	-18	0	-2.7	6	0.5	12	-12	-3	-1	16
43	CCN(C(=O)CSc1nnc(-c2ccc(C)cc2)n1N)c1c(N)n(Cc2ccccc2)c(=O)[nH]c1=O	0	.	0	0.0	9	1.5	-14	7	-12	3	0
44	COc1ccccc1-c1nc2cc(Cl)ccc2c(=O)n1O	0	-15	-3	0.7	-2	0.3	-3	22	-2	-10	-3
45	Cn1c(NC(=O)c2ccc(S(=O)(=O)N3CCOCC3)cc2)cc(=O)n(C)c1=O	5	84	-5	-0.7	9	1.1	14	-4	9	-3	2
46	CCOc1ccc(-c2cc(C(=O)O)c3ccccc3n2)c(OCC)c1	6	8	-1	1.4	0	0.0	-2	.	8	-2	2
47	CC(=O)N1CCCc2cc(S(=O)(=O)Nc3cccc(C)c3C)ccc21	-1	122	-6	1.6	-2	-0.1	-1	12	-21	-6	1
48	CCOc1ccccc1N1C(=O)CC(Sc2ncccc2C(=O)O)C1=O (configuration not stated)	-5	9	-5	1.9	-3	0.1	-19	14	-4	1	1
49	CCOC(=O)N1CCC(N(CCN(C)C)C(=S)Nc2cc(Cl)cc(Cl)c2)CC1	4	-17	3	-1.4	4	-1.7	-11	0	-12	-2	0
50	Cc1nc(-c2ccccc2)sc1-c1ccnn1C	-6	-16	-3	-1.4	-3	0.6	7	-40	-6	3	-7
51	O=C(C1CCCN(Cc2ccccc2C(F)(F)F)C1)N1CCCCC1 (configuration not stated)	1	0	-1	-1.5	-4	1.1	7	11	-16	5	-2
52	CCN(CC)CCCNC(=O)CNC(=O)c1nn(-c2ccc(OC)c(OC)c2)c(=O)c2ccccc12	-7	-9	-12	1.4	-6	1.1	-13	-21	-8	0	10
53	O=C(CN1C(=O)c2ccccc2S1(=O)=O)Nc1ccon1	4	88	2	1.6	-2	-0.3	2	.	10	-2	-4
54	COc1ccc(-c2cc(OC)c3c(C)oc(C)c3c(=O)c2)cc1OC	4	-24	1	-2.8	6	2.3	-9	13	-11	-3	6
55	COC(=O)c1[nH]c2ccc(F)cc2c1NC(=O)C1=COCCO1	10&-7	-12	0	0.7	0	-0.9	0	.	-11&-2	0	-1
56	O=C(COC(=O)c1ccc2[nH]c3c(c2c1)CCCC3)Nc1ccccc1Cl	3	3	-12	-0.9	-2	-0.8	-4	.	-14	-3	1
57	N#C/C(=C(/O)COC(=O)CCC1CCCCC1)c1nc2ccccc2[nH]1	12	6	6	0.3	10	-1.0	-14	-11	-3	-5	-1
58	COCC(=O)Oc1c(S(=O)(=O)c2ccc(C)cc2)c(C)nn1C(C)(C)C	-3	-1	3	-1.4	-2	-0.3	-6	-4	-26	-3	-1
59	COCCCNc1c2c(nc3nnnn13)CCCC2	4	32	2	1.7	3	-2.9	10	-13	-5	-1	-3
60	CCCOc1ccc(C2C(C(=O)c3ccc(C)o3)=C(O)C(=O)N2CCCn2ccnc2)cc1 (configuration not stated)	-10	-17	-8	1.2	15	3.6	2	7	-15	-3	-3

# (continued)
item	SMILES	Rtt109 Vps75	SUMO Mot1 rescue	dFosB activator	CDK5 p35 inh	RTF Ca sens act	LANA DNA inh	Cardiac RTF inh	PfHsp90 set2	PvdQ inh	Keap1-Nrf2 PPI	NSD2 inh
61	COc1ccc(Nc2nnc(-c3ccccc3)c3ccccc23)cc1C(=O)N1CCCCC1	.	4	-10	1.1	-9	-1.8	7	0	-1	4	1
62	CN1C(C(=O)NCc2ccc(OC(F)(F)F)cc2)CC2Cn3c(nc4ccccc43)C21 (configuration not stated)	0	3	1	0.8	4	-1.0	-8	5	-19	-3	.
63	CCOc1ccccc1N1CCN(c2nc(N)c(C#N)c(CC#N)c2C#N)CC1	4	-2	-11	1.1	8	-0.8	-4	2	-3	-4	-3
64	OC(CCN1CCCC1)(c1ccccc1)C1CCCCC1 (configuration not stated)	9	-6	0	0.8	1	0.6	-5	9	8	-1	.
65	O=C(Cn1nnc(-c2ccccc2)n1)NCc1ccccc1	-4	14	-8	-2.3	5	2.9	3	2	-6	2	0
